ST2 IL33 inh: inhibitors of human ST2 (IL1RL1) binding to IL-33, primary screen, biochemical, AlphaLISA | Interleukin-1 receptor-like 1 (Homo sapiens), Q01638 | AID 1259354, 2018 | inhibition, % for hits at 17 µM | hit rate 2.3% among 78,000 | AlphaLISA ST2-Fc/biotin-IL-33 interaction, 1 h; in the data active means inhibition above about 30%; inconclusive means mostly about 10% to 28%
Target sequence (Q01638 whole entry, looked up): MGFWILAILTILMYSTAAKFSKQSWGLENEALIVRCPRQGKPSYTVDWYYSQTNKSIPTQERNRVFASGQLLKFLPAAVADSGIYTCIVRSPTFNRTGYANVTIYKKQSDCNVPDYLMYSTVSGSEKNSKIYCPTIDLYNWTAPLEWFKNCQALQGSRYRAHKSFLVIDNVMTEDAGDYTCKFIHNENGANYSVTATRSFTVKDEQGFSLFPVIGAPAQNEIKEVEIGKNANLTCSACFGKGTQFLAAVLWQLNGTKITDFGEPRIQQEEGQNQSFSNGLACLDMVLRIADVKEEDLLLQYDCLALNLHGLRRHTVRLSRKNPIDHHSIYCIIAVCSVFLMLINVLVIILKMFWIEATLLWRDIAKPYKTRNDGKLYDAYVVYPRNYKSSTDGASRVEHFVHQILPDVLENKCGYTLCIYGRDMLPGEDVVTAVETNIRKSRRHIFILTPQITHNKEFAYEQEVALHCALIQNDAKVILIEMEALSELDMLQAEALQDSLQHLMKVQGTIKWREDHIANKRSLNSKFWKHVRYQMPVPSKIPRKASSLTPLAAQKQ
Active calls of the source: *; i = inactive; ? = inconclusive; ! = repeats disagree. Only part of the results is shown; count on the stated rates, not on these rows.

Structure,ST2 IL33 inh
Cc1cc(OCC(=O)N2CCC(C(N)=O)CC2)cc(C)c1Br,i
COC(=O)C(N)Cc1ccc(Cl)cc1 (stereo not given),i
CCc1cc(CN(C)C(=O)c2ccc3sc(C)nc3c2)on1,?
CS(=O)CCC(C(=O)O)N1C(=O)c2ccccc2C1=O (stereo not given),38.0%*!
O=C1NC(=Nc2ccccc2)S/C1=C/c1cc2c(cc1Br)OCO2,i
O=c1c2cnn(-c3ccccc3)c2ncn1Cc1cccc(F)c1,?
O=C(O)C1CC=CCC1C(=O)NC1CCCC1 (stereo not given),i
NS(=O)(=O)c1ccc(CCn2ccnc2-c2ccccn2)cc1,i
O=C(c1cc2cc3ccc(Cl)cc3nc2o1)N1CCN(Cc2ccc3c(c2)OCO3)CC1,i
CCOc1ccccc1C(=O)Nc1ccc([N+](=O)[O-])c(NC(=O)c2ccccc2OCC)c1,i
CC(C)N(Cc1nc(-c2ccc(Cl)cc2)no1)C(=O)c1ccc2c(c1)OCO2,i
COc1cccc2cc(C(N)=O)c(=Nc3ccc(C(C)=O)cc3)oc12,?
N[C@@H]1CC[C@@H](NS(=O)(=O)c2cccc(Oc3ccccc3)c2)C1,i
Cc1cc(N2CCN(C)CC2)nc2ccc(NC(=O)CCC(=O)NCCC3=CCCCC3)cc12,i
CCOc1ccc(S(=O)(=O)NCc2nc3cccnc3n2Cc2cccc(C)c2)cc1,i
O=c1[nH]nc(CCn2cccn2)n1-c1cccc(Br)c1,?
CC1CCN(CCNC(=O)C2CCN(S(=O)(=O)c3cccc4cccnc34)CC2)CC1,?
CCOC(=O)c1c(NC(=O)CSc2c[nH]c3ccccc23)sc2c1CCCCC2,?
Cc1ccc(-c2cccc(C(=O)NCCn3ccnc3)c2)o1,i
O=C(CCS(=O)(=O)Cc1ccc(Cl)cc1)NC1CCCC1,i

In the list so far, 3 contain bromine:
Structure,ST2 IL33 inh
Cc1cc(OCC(=O)N2CCC(C(N)=O)CC2)cc(C)c1Br,i
O=C1NC(=Nc2ccccc2)S/C1=C/c1cc2c(cc1Br)OCO2,i
O=c1[nH]nc(CCn2cccn2)n1-c1cccc(Br)c1,?

Carrying on.
Structure,ST2 IL33 inh
CN1CCCc2c(O)cccc21,?
COc1ccc2nc(NC(=O)c3ccc(NC(=O)C4CCCO4)cc3)sc2c1 (stereo not given),?
Fc1ccc(-c2cn3ccsc3n2)cc1,i
Cc1c(Cl)c([N+](=O)[O-])nn1CCCC(=O)Nc1ccc(F)cc1F,i
CC(Cc1ccccn1)N(C)C(=O)Cc1cn(C)c2ccccc12 (stereo not given),?
CCC(CC)n1c(=O)n(CC(=O)N(C)C)c2cc(C(=O)O)cnc21,?
CC(=O)Nc1ccc(C2=N/C(=C/c3ccccc3)C(=O)O2)cc1,?
CC(C)C(=O)Nc1c(C(=O)Nc2cccc(F)c2)oc2ccccc12,?
COc1cccc(C(=O)N[C@H]2CN[C@H](C(=O)N[C@@H](C)C3CCCCC3)C2)c1,i
CCC(=O)Nc1cc(C)c2c(=O)oc3ccccc3c2n1,i
O=C(NCc1ccccc1)c1cccnc1,i
COc1ccc(OCC(=O)NC2CC(=O)N(c3cccc(OC)c3)C2)cc1 (stereo not given),?
O=C(NCC1(O)CCCNCC1)C1(c2ccc(Cl)cc2)CCCCC1 (stereo not given),i
CN(C)C(=O)c1ccc(NC(=O)CCc2ccccc2)cc1,i
COc1cccc(C2CC(c3ccccc3)n3ncnc3N2)c1 (stereo not given),i
CN1CCC(N2CC[C@H](c3nnc(-c4ccc(Cl)cc4)o3)C2)CC1,i
COc1ccc(C)cc1NC(=O)C1(S(=O)(=O)c2ccc(Cl)cc2)CC1,?
O=C1CSC(c2ccccc2)N1c1ccc(F)c(Cl)c1 (stereo not given),i
O=C(NCCc1ccc(Cl)cc1)c1ccc(CS(=O)(=O)c2ccc(Cl)cc2)o1,?
O=C(NC1CCCCC1)N1Cc2[nH]cnc2C[C@H]1c1nc(-c2ccccc2)no1,i
CCO[C@H]1COC[C@@H]1NC1CCC2(CCNCC2)CC1,?
O=C(O)c1ccccc1C(=O)N[C@H]1CO[C@H]2[C@@H]1OC[C@@H]2n1nnnc1Oc1ccc(-n2cncn2)cc1,i
Cc1cc(N2CCN(C)CC2)nc2ccc(NC(=O)/C=C/c3cccs3)cc12,i
COc1ccc(Nc2nnc(-c3cc4cc(OC)ccc4oc3=O)s2)cc1,i
O=C(O)c1ccc2ccccc2n1,i
O=C(Cn1cnc2sc3c(c2c1=O)CCCC3)NCC(=O)N1CCN(Cc2ccccc2)CC1,i
COc1ccc(NC(=O)CC2OCCN(C)C2=O)cc1 (stereo not given),i
O=C(Nc1cccnc1)C1CCN(S(=O)(=O)c2cccc3cccnc23)CC1,?
Cc1ccc(CN2CCSc3ccc(C(=O)NCCCOC(C)C)cc32)cc1,i
COc1ccccc1NC(=O)C1=C(C)Nc2nnnn2C1c1ccccc1OC (stereo not given),i
CC1(C)CC(N2C(=O)OC(C)([C@H]3CC4C=CC3C4)C2(C)O)CC(C)(C)N1 (stereo not given in full),98.0%*
CN(C)c1c2c(c(C#N)c3nc4ccccc4n13)CCC2,i
COc1ccccc1CNC(=O)CN(C)Cc1ncc(C)[nH]1,i
Cc1noc(C)c1S(=O)(=O)N1CCCC1c1ccccn1 (stereo not given),i
CCOc1cccc(C2NC(C(=O)O)C3C(=O)N(c4ccc(C)cc4)C(=O)C23)c1O (stereo not given),i
O=C(CSc1nc2c(c(=O)n1-c1ccc(F)cc1)SCC2)N1CCc2ccccc21,?
O=C(Nc1cccc(N2CCCS2(=O)=O)c1)c1cccc(C(F)(F)F)c1,i
FC(F)(F)c1cccc(CC2CN(CCCn3cccn3)CCO2)c1 (stereo not given),i
CN1CCN(C)C2(CCN(C(=O)c3c[nH]c4cc(Cl)ccc4c3=O)CC2)C1,i
Cc1cc(Br)c(S(=O)(=O)N2CCN(c3ccccc3)CC2)cc1C,i
CCOC(=O)C1=C(C)N=C2SCC(=O)N2C1c1cccc(Br)c1 (stereo not given),i
CCCC(=O)NC(C)c1nc2ccccc2n1C (stereo not given),i
CS(=O)(=O)c1ccc2nc(NC(=O)c3ccccc3CCc3ccccc3)sc2c1,?
CCCNC(=O)Nc1ccc2snnc2c1,i
O=C(CCCCCN1C(=O)c2ccccc2C1=O)NC1CCCC1,i
COc1ccc(Br)cc1C1SCCN1S(=O)(=O)c1ccc(C)c([N+](=O)[O-])c1 (stereo not given),?
C/C=C(\C)C(=O)NCC1Cc2cccc(-c3ncccn3)c2O1 (stereo not given),i
CCOc1ccc(NC(=O)c2oc3ccccc3c2NC(=O)c2cc3ccccc3oc2=O)cc1,i
Cc1ccc(C)c(CN2C(=O)CSc3ccc(C(=O)NCC(C)CN4CCC(C)CC4)cc32)c1 (stereo not given),i
CC(C)CCN(C)C1CCN(S(=O)(=O)c2ccc(F)cc2)CC1,i
O=C(NC1CCOCC1)C1CCCN(C2CCN(Cc3ccccc3)CC2)C1 (stereo not given),?
O=c1[nH]nc(CCc2ccccc2O)n1Cc1ccco1,i
COC(=O)c1cc(OC)cc(C(=O)Nc2cnc3n2CCCC3)c1,?
CCC(C(=O)Nc1cc(Cl)ccc1OCc1cc(=O)n2oc(C)cc2n1)c1ccccc1 (stereo not given),i
O=C(CS(=O)(=O)c1cn(Cc2ccccc2Cl)c2ccccc12)N1CCCCCC1,i
C=CCN(C(=O)Cn1c(=O)n(-c2ccc(F)cc2)c(=O)c2sccc21)c1ccccc1,i
Cc1ccc2ncnc(NCCCN3CCOCC3)c2c1,i
CCN(CC)C(=O)c1cc(-c2ccc(Cl)cc2)on1,i
CCOc1ccccc1NC(=O)CC(=O)N(C)Cc1snnc1C,i
CCN1CCN(C(=O)C2c3cc(OC)c(OC)cc3C(=O)N3CCc4ccccc4C23)CC1 (stereo not given),i

Rewritten field by field: part of the list above
> CCOC(=O)C1=C(C)N=C2SCC(=O)N2C1c1cccc(Br)c1 (stereo not given)
  ST2 IL33 inh: i

> CCCC(=O)NC(C)c1nc2ccccc2n1C (stereo not given)
  ST2 IL33 inh: i

> CS(=O)(=O)c1ccc2nc(NC(=O)c3ccccc3CCc3ccccc3)sc2c1
  ST2 IL33 inh: ?

> CCCNC(=O)Nc1ccc2snnc2c1
  ST2 IL33 inh: i

The list goes on.
Structure,ST2 IL33 inh
CCn1c(C2CCN(CCC3=C(C)CCCC3(C)C)CC2)nn(C)c1=O,i
Cc1ccc(-n2c(=O)c3sccc3n(CC(=O)NCC3CCCO3)c2=O)cc1 (stereo not given),i
COc1ccc(/C=C/CN2CCN3CCN(C)CC3C2)cc1 (stereo not given),i
N#C/C(=C\c1ccc(O)c(O)c1)C(=O)NCCc1ccccc1,?
O=C(Nc1ccc(F)cc1F)c1noc2c1CCCCC2,?
O=C(CCS(=O)(=O)c1cccc2nsnc12)N1CCN(c2ccccc2F)CC1,i
COc1cccc(CN2CCN(CC(C)C)C(=O)C2C)c1O (stereo not given),i
O=C(Nc1nnc(Cc2ccccc2F)s1)c1ccc(F)cc1,?
COc1ccc(-c2cnccc2C)cc1Cl,?
COC(=O)[C@@H]1C[C@@H](N(C)C)CN1C(=O)c1cc(C2CC2)nc2onc(C)c12,?
CN1CCN(C(=O)c2ccc(Cl)cc2)CC1,i
COc1ccc(C2C3=C(CC(C)(C)CC3=O)Nc3[nH]c(=O)[nH]c(=O)c32)cc1 (stereo not given),i
COc1ccc(CC(C)N2CCN(c3ccccc3)CC2)cc1OC (stereo not given),?
Cc1cccc(N(C)S(=O)(=O)c2ccc3c(c2)CCN3C(=O)C2CC2)c1,i
Cc1cc(C(=O)N(C)CC(=O)c2ccc(O)cc2)ccc1F,i
O=C(Nc1nc(-c2ccc(Cl)cc2)cs1)c1cccnc1,?
Cc1ccc(N=Cc2cc(Cl)cc([N+](=O)[O-])c2O)c(O)c1,35.0%*
O=S(=O)(c1cccs1)N1CCN(c2ccc(F)cc2)CC1,i
COc1ccc(SCCc2ccc(C)nc2)cc1,i
Cc1[nH]nc(Nc2ccc(Br)cc2)c1[N+](=O)[O-],?
O=C(Nc1nc(-c2cccc3ccccc23)cs1)c1ccc(F)cc1,?
COc1ccccc1C(C)N(C)C(=O)c1cccc(F)c1OC (stereo not given),i
O=C(CN1CCCN(Cc2cccc(F)c2)S1(=O)=O)Nc1ccc(Br)cc1,i
O[C@@H]1CN(c2ncnc3nc[nH]c23)CC[C@H]1c1ccc2c(c1)OCO2,i
CCC(CC)C(=O)N[C@H]1CO[C@H]2[C@@H]1OC[C@H]2OC(=O)Nc1ccccc1,i
Cc1ccc(S(=O)(=O)C(F)(F)F)cc1NC(=O)c1cccnc1,?
COC(=O)CNc1c(-c2ccc(O)c(OC)c2)nc2cnccn12,i
Cc1ccc(C2CC(C(F)(F)F)n3ncc(C(=O)Nc4cccnc4)c3N2)cc1 (stereo not given),i
O=C(NCC1CCCN(C2CCSCC2)C1)c1ccc(-c2ccccc2)cc1 (stereo not given),?
Cc1cccc(C)c1OCC(=O)NCc1ccccc1,i
CCc1c(C)nc2ncnn2c1Sc1ccccc1NC(=O)Nc1ccccc1,?
CCn1c(N=Cc2ccccc2Cl)nc2ccccc21,i
COc1ccccc1-c1nnc(NC(=O)c2ccc(S(=O)(=O)N(C)c3ccccc3)cc2)o1,i
COc1cccc(NC(=O)Cn2c(-c3ccccc3F)nc3ccccc3c2=O)c1,i
COc1ccccc1N(CC(N)=O)S(=O)(=O)c1ccccc1,i
Oc1ccccc1C=Nc1ccc2oc(-c3cccc(F)c3)nc2c1,?
O=C(O)c1cccnc1N1CCC(N2CCCC2=O)CC1,i
c1ccc(-c2nccn2CC2CCN(C3CCCC3)CC2)nc1,?
Nc1c(C(=O)NCc2ccccc2)nnn1Cc1ccc(F)cc1,i
O=C(c1cccc(F)c1)N1CCN(c2ccc(Cl)cc2)CC1,i
Nc1ncnc2c1ncn2CCOc1ccccc1,i
O=C(c1cccc(Cl)c1)N1N=C(C(F)(F)F)CC1(O)c1ccc(Cl)cc1 (stereo not given),?
CCOC(=O)c1c(NC(=O)c2ccc(Br)o2)sc2c1CCC(CC)C2 (stereo not given),i
Cc1nnc(SCC(=O)N2CCCC(C(=O)c3ccc4c5c(cccc35)CC4)C2)o1 (stereo not given),i
O=C(Nc1ccc2c(c1)OCO2)c1coc(=O)c2ccccc12,i
COc1cc2c(cc1OC)C(COc1ccc3c(C)cc(=O)oc3c1)N(C(=O)C(C)C)CC2 (stereo not given),i
O=C(C1CC1)N1CCc2cc(S(=O)(=O)NCCC3=CCCCC3)ccc21,i
COc1ccc2oc(=O)c(C(=O)NC(C)c3ccccc3)cc2c1 (stereo not given),i
COc1ccc(CCNC(C)=O)cc1OC,i
O=C(O)CC1C(=O)NCCN1Cc1c(F)cccc1Cl (stereo not given),?
Cc1ccccc1CN1CCC(CN(CC2CCCO2)C(=O)c2nonc2C)CC1 (stereo not given),?
Nc1nncn1C(=O)COc1ccc(Cl)cc1Br,?
CC(=O)Nc1cccc(C(=O)NC(C)c2ccc(C)cc2C)c1 (stereo not given),?
